CCT chaperon mod = High-Throughput Screening for Modulators of Cytosolic Chaperonin Activity | AID 651819, 2012 | purified chaperonin ATPase assay, HTRF ADP detection, 30 min | 0.3% of 360,000 active | activity change, % (test concentration not listed), hits read low; in the data active means activity change below about -30%; further: on the % scale 0 is the no-effect control and ±100 the full control effect
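TRiC (40 or 20 nM final, by batch activity) in 30 mM Tris pH 7.4, 100 mM KCl, 5 mM MgCl2, 1 mM DTT was treated with compound at 76 uM single dose, then 10 uM ATP, 30 min at 37 °C. ADP was read by HTRF Transcreener.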
TGFb inhibitor = qHTS for Inhibitors of TGF-b; HepG2 CAGA-GFP TGF-b/SMAD3 reporter, GFP fluorescence, 18 h; TGF-beta stimulated, 500 pg/mL final; Potency, µM (series often up to 46.1 µM), inactives show at the highest dose activity, negative = inhibition, actives largely listed as inhibitors; 1.2% of 410,000 active; further: potency means the concentration at half of the fitted maximal effect; on the % scale 0 is the no-effect control and ±100 the full control effect; nearly all actives have a fitted effect of over 65% in size
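Smad-responsive CAGA-GFP expression was quantified in HEPG2 cells exposed to compounds and 500 pg/mL final TGF-beta for 18 h at 37 degrees C; unstimulated wells defined full inhibition.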
pAkt inh = HTS Assay for Inhibitors of Akt Phophorylation: Primary Screen. Neuro2A IGF-stimulated pAkt S473 HTRF, 20 min; active compounds read low. activity change, % for hits at 50 µM. 0.32% of 360,000 active. AID 651550, 2012; in the data active means activity change below about -80%; inconclusive means mostly about -51% to -80%; further: on the % scale 0 is the no-effect control and ±100 the full control effect
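Neuro2A cells in DMEM with 0.5% FBS, overnight at 37 deg C, given compound at single 50 µM final, then IGF (6 nM final) for 20 min at 37 deg C. Lysed; phospho-Akt Ser473 by HTRF after 24 h, 665/615 ratio.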
Mm-Cpn inhibitor = Inhibitors of TCP-1 ring complex (TRiC) of Methanococcus maripaludis (MmCpn): qHTS | Chaperonin Mm-Cpn (Methanococcus maripaludis) | purified Mm-Cpn ATPase, ADP Transcreener TR-FRET | Potency, µM (series often up to 76.9 µM), inactives show at the highest dose activity, negative = inhibition, hits mostly inhibitors | 0.031% of 330,000 active | AID 504842, 2011; further: potency means the concentration at half of the fitted maximal effect; on the % scale 0 is the no-effect control and ±100 the full control effect; nearly all actives have a fitted effect of over 80% in size
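TR-FRET (320 nm excitation; 590 and 665 nm emission) reports ADP made from 10 uM ATP by 25 nM enzyme; compounds were preincubated 10 min, reaction run 30 min, both at 37°C.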
Nrf2 inh = Nrf2 qHTS screen for inhibitors; Potency, µM (series often up to 46 µM), for the others: at the highest dose activity change, negative = inhibition, hits mostly inhibitors; 2.1% of 360,000 active; A549 ARE-Fluc reporter, luciferase luminescence, 18-24 h; further: potency means the concentration at half of the fitted maximal effect; on the % scale 0 is the no-effect control and ±100 the full control effect; nearly all actives have a fitted effect of over 60% in size
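Cells were seeded and rested 2 h, then exposed to compounds for 18-24 h. CellTiter-Fluor was read first as a viability measure. BugLite was added 15 min before the final luminescent read of ARE-luciferase activity in A549 cells.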
Abeta rescue = qHTS for compounds that reverse cellular toxicity of Amyloid beta (A-beta) peptide in yeast: Primary Screen; yeast expressing A-beta42, growth rescue, OD600, 48 h; response scale: 0% DMSO, 100% iron-clioquinol control; Potency, µM (highest dose often 46.1 µM), for the others: top-dose growth rescue, usual class: activators; 0.063% of 410,000 active; AID 1347071, 2019; further: potency means the concentration at half of the fitted maximal effect; nearly all actives have a fitted effect of over 55% in size
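Yeast growth medium received pinned compounds, then yeast cells expressing toxic A-beta were added; plates incubated at 30 C for 48 hr. Growth read as absorbance at 600 nm, normalized to DMSO and equimolar FeCl3 plus clioquinol controls.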
HepG2 viability = qHTS for Inhibitors of TGF-b: Cytotox Counterscreen; AID 588856, 2011; HepG2 CAGA-GFP viability, ATP luminescence, 18 h; 0.76% of 410,000 active; Potency, µM (doses to about 46.1 µM), for inactives: at the highest dose activity change, negative = cytotoxicity, hits mostly cytotoxic; further: potency means the concentration at half of the fitted maximal effect; some results filed as inactive show a strong effect at the top dose
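CellTiter-Glo luminescence gave cytotoxicity after 18 hours at 37 degrees C. The cells were HepG2 CAGA-GFP in 1% FBS DMEM, stimulated with 500 pg/mL TGF-beta after compound addition. %Activity was normalised to no-cell wells (complete cell-killing) and DMSO (no toxicity), and curves were fitted and classified.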
A549 tox = Nrf2 qHTS screen for inhibitors: counterscreen for cytotoxicity | A549 ARE-Fluc cells, CellTiter-Fluor viability, 18-24 h | Potency, µM (highest dose often 46 µM), without a hit: top-dose activity change, negative = cytotoxicity, most hits filed as inhibitors | 0.16% of 390,000 active | AID 504648, 2011; further: potency means the concentration at half of the fitted maximal effect; on the % scale 0 is the no-effect control and ±100 the full control effect
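A549 ARE-Fluc cells in 5% FBS OPTI-MEM, 5000 cells/well, rested 2 h then exposed to compounds in concentration-response for 18-24 h at 37 °C. Viability by CellTiter-Fluor fluorescence (Ex 405/Em 525) after 30 min; luciferase luminescence (BugLite, 15 min, RT) read afterwards.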
Nrf2 ARE act = qHTS of Nrf2 Activators. 0.31% of 410,000 active. AREc32 ARE-luciferase reporter (MCF7-derived line), luminescence, 24 h. Potency, µM (titrated, usually from 46.1 µM), inactives show top-dose activation, actives largely listed as activators; further: potency means the concentration at half of the fitted maximal effect; % of control where 0% means no effect; nearly all actives have a fitted effect of over 65% in size
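Steps: seed AREc32_Fluc cells (1000/well, 5% FBS OPTI-MEM); incubate overnight at 37 deg C; add 23 nL compound; incubate 24 hr; add Steady-Glo; hold 30 min RT; read luminescence.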
Active calls of the source: *; i = inactive; ? = inconclusive; · = no result given; & = joins results of further samples; [ ] = remark or other dose. Unless noted, the call rests on the fitted dose curve; in most records, active means well fitted curve in the direction sought with a large enough effect; inconclusive means small, poorly fitted or top-dose-only effect, or another doubt; inactive means no such curve, though single readings can be large; an effect the other way counts as inactive or inconclusive.

SMILES	CCT chaperon mod	TGFb inhibitor	pAkt inh	Mm-Cpn inhibitor	Nrf2 inh	Abeta rescue	HepG2 viability	A549 tox	Nrf2 ARE act
CCn1c(SCC(=O)N2CCCCC2)nc2c1c(=O)n(C)c(=O)n2C	1.4	0%	i	1%	27%	5%	0%	-8%	-0.7%
CC(C)(C)c1ccc(-c2ccc3c(c2)S(=O)(=O)c2ccccc2C3=O)cc1	0.4	1%	i	·	6%	0%	0%	1%	4.0%
COc1cc(OC)cc(-c2c(Sc3ccccc3)c3cc(-c4ccc5c(c4)OCCO5)ccc3n2C)c1	0.1	·	i	·	·	-14%	·	·	-0.1%
COc1ccc2c(=O)c(Oc3ccc(C(=O)O)cc3)c(C(F)(F)F)oc2c1	-0.1	-8%	i	4%	?	-1%	-4%	-7%	-1.0%
CCOC(=O)C1(P(=O)(c2ccccc2)c2ccccc2)CCC1	-3.5	-9%	i	0%	1%	11%	2%	-7%	-0.7%
O=C([C@@H]1CC=C[C@@H]2CCN(C3CCCCC3)C(=O)[C@@H]21)N1CCN(c2ccccc2)CC1	-0.1	?	i	·	2%	13%	-22%&-37%	-1%	-0.3%
O=C(CCCN1C(=O)/C(=C/c2cccs2)SC1=S)Nc1ccccn1	1.5	-18%	i	-1%	21%	-21%	-57%	?	8.4%
Cc1ccc(NC(=O)COC(=O)C2COc3ccccc3O2)cc1 (centres undefined)	-1.9	-2%	i	2%	6%	-4%	4%	5%	0.4%
Cc1cccc(N(C(=O)Nc2ccccc2)C2=NCC(C)S2)c1 (centres undefined)	2.0	-7%	i	2%	30%	-4%	5%	1%	-0.4%
O=C(c1ccccc1)N1CCN(C2C3CC4CC(C3)CC2C4)CC1 (centres undefined)	3.1	-18%	i	-1%	6%	13%	-32%	?	-0.1%
N#Cc1ccc(N2C(=O)[C@@H]3C(C(=O)c4ccc5ccccc5n4)=NN[C@@H]3C2=O)cc1	-4.5	-25%	i	0%	-5%	-10%	4%	2%	3.9%
COc1ccccc1NC(=O)N1CCC(NC(=O)C(Cc2ccccc2F)NC(C)=O)CC1 (centres undefined)	-1.3	10%	i	0%	?	2%	4%	0%	0.1%
CCN(CC)S(=O)(=O)c1cccc(-c2n[nH]c(=S)n2/N=C/c2ccc(C(=O)OC)cc2)c1	-3.0	13%	i	-2%	-2%	21%	-10%	-8%	0.5%
COc1ccccc1-c1ccc([C@@H]2C[C@H]3[C@@H](CN2)CON3C)cc1	-0.9	14%	i	·	·	-1%	-1%	·	3.3%
COc1ccc(-n2c(SCC(=O)NCc3ccccc3)nc3ccsc3c2=O)cc1	·	-11%	·	·	·	-3%	-5%	-8%	-0.3%
COc1ccccc1-c1coc2c(CN3CCOCC3)c(O)ccc2c1=O	0.2	-2%	i	-4%	8%	1%	10%	8%	0.3%
O=C(Cn1nc(-c2ccccc2)c2ccccc2c1=O)Nc1cccc(O)c1	-0.2	12%	i	3%	10%	-6%	8%	-2%	-0.6%
CC(C)(C)Nc1c2ccccc2nc2ccccc12	-7.1	?	i	-5%	20%	-20%	-15%	1%	5.5%
CCC(C)[C@H](NC(=O)NC1CCN(Cc2ccccc2)CC1)C(=O)OC (some centres undefined)	1.2	?	i	1%	7%	3%	1%	-7%	0.1%
COc1ccc(S(=O)(=O)N2CCCC(C(=O)NCc3ccc(F)cc3)C2)cc1 (centres undefined)	3.4	12%	i	2%	-10%	-6%	2%	1%	-0.8%
CCN(C(=O)CSc1nc2cc(C(F)(F)F)ccc2n1Cc1ccccc1)C1CCS(=O)(=O)C1 (centres undefined)	-1.1	5%	i	0%	?	8%	-7%	-13%	2.7%
O=C(COC(=O)C1CC(=O)N(c2nc(-c3ccccc3)cs2)C1)c1ccccc1 (centres undefined)	0.6	-6%	i	?	-14%	-15%	-1%	·	2.3%
CCN1CCN(c2ncnc3c2cnn3-c2ccc(C)c(Cl)c2)CC1	·	-1%	·	·	·	-32%	-6%	23%	0.1%
COc1ccc(-n2c(=O)c3c4c(sc3n(Cc3ccccc3Cl)c2=O)CCC4)c(OC)c1	·	-22%	·	·	-1%[9.27 µM]	11%	4%	-7%	-0.6%
Cc1ccnc(NC(=O)c2cc3cc(F)ccc3s2)c1	-1.3	1%	i	-25%	?	-17%	-7%	0%	15%

Following part.
SMILES	CCT chaperon mod	TGFb inhibitor	pAkt inh	Mm-Cpn inhibitor	Nrf2 inh	Abeta rescue	HepG2 viability	A549 tox	Nrf2 ARE act
O=C(c1cnn2c(C(F)F)cc(C3CC3)nc12)N1CCCC1	0.6	14%	i	-1%	8%	0%	-3%	?	0.3%
O=C(c1ccc(OC2CCN(CCc3ccccc3)CC2)cc1)N1CCCC(CCCO)C1 (centres undefined)	-2.8	-21%	i	0%	7%	5%	-21%	-6%	1.7%
O=C(NCc1ccccc1F)c1ccc(CSc2nc3cccnc3n2Cc2ccccc2)cc1	·	-19%	·	·	?	-20%	-2%	-19%	0.3%
CCS(=O)(=O)NCCc1sc2nc(-c3ccc(OC)cc3)nn2c1C	·	?	·	·	·	6%	-65%	-13%	0.5%
O=C1C=C(NC2CCCC2)CC(c2ccccc2)C1 (centres undefined)	-2.4	?	i	0%	-2%	-9%	-3%	-12%	0.3%
CSc1nc2sc3c(c2c(=S)[nH]1)CC(C)(C)OC3	-0.3	-13%	i	-11%	-1%	?	-10%	1%	-0.9%
COc1ccc2c(C)c(C(=O)O)oc2c1	1.1	1%	i	-2%	-11%	-4%	-4%	8%	-0.3%
COc1cccc(Nc2ccc(N3CCCCC3)cc2)c1OC	·	?	·	-3%	?	14%	-32%	-8%	0.7%
O=C(C1=C[C@@H](c2ccc(Br)cc2)C[C@@H](OCc2ccc(CO)cc2)O1)N1CCN(Cc2ccccc2)CC1	-4.4	?	i	·	21µM*	6%	-2%	?	-3.4%
COc1ccc(-c2oc(=O)c3cc(OC)c(OC)cc3c2-c2ccc3c(c2)OCO3)cc1	-1.0	3%	i	-5%	1%	-15%	-32%	-11%	3.8%
CC(Sc1nnc(C(C)Oc2ccc(F)cc2)o1)C(=O)NCc1ccc2c(c1)OCO2 (centres undefined)	-0.9	0%	i	·	·	-10%	3%	·	0.4%
Cc1ccc(-c2csc(NC(=O)Cn3[nH]c(=O)c4ccccc4c3=O)n2)cc1	-1.5	-5%	i	-6%	?	10%	-6%	-2%	3.3%
CN(C)c1ccc(N=Nc2nccs2)cc1	-2.8	-4%	i	·	·	-36%[inhibitor]	-19%	·	4.0%
Cc1ccc(CN(C)C(=O)c2cc(COc3ccc(F)cc3Cl)on2)o1	1.0	-27%	i	-5%	17%	-24%	-6%	4%	2.9%
CCN1C[C@@H]2[C@@H]3C(=O)N(Cc4ccccc4)C(=O)[C@@H]3[C@](Cc3ccccc3)(C1=O)N2C(=O)c1ccc(Br)cc1	1.1	1%	i	·	7%	-3%	-15%	-8%	-0.9%
O=P1(O)CC2=C(CC=CC2)C1	-0.9	2%	i	·	·	0%	-2%	·	0.3%
Cc1ccc(N(CC(=O)NCc2ccc(F)cc2)C(=O)c2csnn2)c(C)c1	-4.5	4%	i	2%	2%	3%	-6%	0%	-0.7%
Cc1cc(C)c(C(=O)C[n+]2cccc(C(N)=O)c2)c(C)c1	0.8	7%	i	0%	-5%	4%	3%	1%	-0.7%
CS(=O)(=O)c1ccc(C(=O)NC2CCCc3ccccc32)cc1 (centres undefined)	-1.7	1%	i	1%	7%	-22%	1%	-6%	-0.2%
CCCn1cc(NC(=O)c2cc3n(n2)C(C(F)(F)F)CC(c2ccccc2)N3)cn1 (centres undefined)	0.6	23%	i	1%	-22%	-4%	-23%	12%	-0.9%
COc1ccc2cc(S(=O)(=O)N3CCCCCC3)ccc2c1	-3.0	?	i	0%	?	-3%	-22%	11%	3.6%
CCCC[C@@H]1C[C@H]1[C@@H](NC(=O)c1cccs1)c1ccc(Cl)cc1	-0.3	?	i	1%	?	17%	-33%	-15%	4.4%
Cc1onc(-c2c(F)cccc2Cl)c1C(=O)N1CCc2ccccc2C1	-2.9	5%	i	1%	-1%	13%	15%	-4%	-0.9%
CC(C)(C)C(=O)Nc1ccccc1C(=O)Nc1cccnc1	1.8	17%	i	0%	-10%	24%	17%	-9%	-1.2%
COc1ccc(O)c(/C=c2/sc3nc4cc(C)c(C)cc4n3c2=O)c1	-1.5	?	i	-7%	-24%	-13%	2%	5%	3.7%
COc1ccc(C(=O)C(C)OC(=O)c2cccc(S(=O)(=O)Nc3cc(Cl)c(OC)cc3OC)c2)cc1 (centres undefined)	-3.8	-15%	i	-3%	?	-13%	-5%	-15%	0.7%
Cc1cc(OCC(O)CN2CCc3ccccc3C2)ccc1Cl (centres undefined)	1.2	?	i	1%	-5%	7%	-39%	8%	-0.2%

Profiles, quoted from the list.
Shown for `CSc1nc2sc3c(c2c(=S)[nH]1)CC(C)(C)OC3` : CCT chaperon mod = -0.3; TGFb inhibitor = -13%; pAkt inh = i; Mm-Cpn inhibitor = -11%; Nrf2 inh = -1%; Abeta rescue = ?; HepG2 viability = -10%; A549 tox = 1%; Nrf2 ARE act = -0.9%
Shown for `COc1ccc(C(=O)C(C)OC(=O)c2cccc(S(=O)(=O)Nc3cc(Cl)c(OC)cc3OC)c2)cc1` (centres undefined) : CCT chaperon mod = -3.8; TGFb inhibitor = -15%; pAkt inh = i; Mm-Cpn inhibitor = -3%; Nrf2 inh = ?; Abeta rescue = -13%; HepG2 viability = -5%; A549 tox = -15%; Nrf2 ARE act = 0.7%
